RNase H inhibition = RNase H inhibition, HIV 1 Gag Pol polyprotein, FRET biochemical assay, screening (AID 372); inhibition, % at 10 µM, or IC50 in µM where a hit was titrated; 100,000 tested, 0.77% active; HIV-1 RT RNase H, FRET RNA/DNA substrate fluorescence; higher % means a stronger effect; in the data active = inhibition above about 50%
An asterisk follows results filed as active; & = joins results of further samples. Only part of the results is shown, so the mix of outcomes need not match the whole.

Molecule | RNase H inhibition
O=C1NCCCc2nc(Nc3ccccc3)sc21 | 3%
COc1ccc(C(=O)Nc2ccc(S(=O)(=O)Nc3ncccn3)cc2)cc1OC | 0%
Cc1no[n+]([O-])c1COc1ccccc1C=C1C(=O)NC(=O)NC1=O | 0%
COc1cccc2cc(C(=O)Nc3ccc(C(C)=O)cc3)c(=O)oc12 | 4%
O=C(CN(c1ccc(F)cc1)S(=O)(=O)c1ccccc1)Nc1cc(Cl)cc(Cl)c1 | 18%
O=C(/C=C/NNC(=O)c1cccc([N+](=O)[O-])c1)c1ccccc1 | 8%
C/C(=N\NC(N)=O)C1CC1(C)C(C)(C)C (configuration not stated) | 11%
CCOc1ccccc1C(=O)Nc1nc2ccc(C)cc2s1 | 22%
Cc1ccc(-c2nc3ccc(Cl)cc3o2)cc1N=C/C=C/c1ccc(Cl)cc1 | 3%
CC(NC(=O)c1ccccc1)c1ccc(Br)cc1 (configuration not stated) | 10%
Cc1cc(-c2ccc(Cl)cc2)nc2cc(C(=O)O)nn12 | 3%
CCC(=O)NC(Nc1ccc(C)cn1)(C(F)(F)F)C(F)(F)F | 0%
CCc1nnc(NC(=O)c2ccc(-c3ccc(Cl)cc3)o2)s1 | 4%
COc1cccc(/C=C2/C(=O)NN(c3ccc(C)c(C)c3)C2=O)c1 | 9%
COc1ccc(-c2nc3ccc(Cc4ccc5nc(-c6ccc(OC)cc6)c(-c6ccc(OC)cc6)nc5c4)cc3nc2-c2ccc(OC)cc2)cc1 | 55%*
N#C/C(=C/c1ccc(Sc2ccccc2)o1)c1nc2ccccc2[nH]1 | 15%
O=C(O)c1ccc(NC(=O)c2ccccc2NC(=O)c2cccs2)cc1 | 5%
O=C(CCCN1C(=O)c2cccc3cccc(c23)C1=O)NCC1CCCO1 (configuration not stated) | 2%
CCOC(=O)c1sc(NC(=O)c2ccc(Cl)c(Cl)c2)nc1C | 16%
CSc1cccc(NC(=O)Nc2ccc(Cl)cc2)c1 | 0%

3 of the compounds above, with each value named:
> Cc1cc(-c2ccc(Cl)cc2)nc2cc(C(=O)O)nn12
- RNase H inhibition: 3%
> CSc1cccc(NC(=O)Nc2ccc(Cl)cc2)c1
- RNase H inhibition: 0%
> Cc1no[n+]([O-])c1COc1ccccc1C=C1C(=O)NC(=O)NC1=O
- RNase H inhibition: 0%

(list continues)
Molecule | RNase H inhibition
Cc1cc(OC(=O)c2ccco2)ccc1C(C)C | 20%
CCOc1ccccc1-c1cc(C(=O)O)c2ccccc2n1 | 9%
O=C(O)C(C(=O)O)C1c2ccccc2Oc2ccccc21 | 0%
CC1=C(C(=O)OCCOc2ccccc2)C(c2cccnc2)C2=C(CC(c3ccccc3)CC2=O)N1 (configuration not stated) | 18%
CCOc1c(Cl)cc(C=C2C(=O)NC(=O)NC2=O)cc1Cl | 25%
Cc1cc([N+](=O)[O-])ccc1NC1CCC(c2ccccc2)CC1 (configuration not stated) | 21%
CCOC(=O)c1c(CC(C)C)csc1NC(=O)C1CC1 | 11%
CCOc1cc(/C=N/NC(=O)c2ccccn2)ccc1OC(=O)c1cccs1 | 11%
COC(=O)C(C)NC(=O)C(c1ccccc1)c1ccccc1 (configuration not stated) | 1%
CCN(CC)C(=O)c1sc(NC(=O)c2ccc(Cl)cc2)c(C#N)c1C | 6%
Cc1cc(/C=C2\C(=O)NC(=S)N(c3ccccc3)C2=O)c(C)n1-c1ccccc1 | 9%
Cc1cccc(CSCc2nnc(NC(=O)Nc3cccc(Cl)c3)s2)c1 | 11%
CSc1nc2ccccc2n1CCOc1ccc(Cl)cc1 | 2%
COc1ccccc1NC(=O)C(NC(=O)c1ccccc1NC(=O)c1ccccc1)C(C)C (configuration not stated) | 0%
CCN(CC)CCCCCCOc1ccc(C)cc1 | 10%
Cc1ccc(-c2cc(C(F)(F)F)n3nc(C(=O)N4CCCc5ccccc54)cc3n2)cc1 | 7%
COc1ccc(/C=N/Nc2nc(N3CCCCC3)nc(N3CCCCC3)n2)cc1OC | 16%
COc1ccc(CN2CCN(C3CCN(Cc4ccccc4)CC3)CC2)c(OC)c1 | 18%
CCC(CO)N=CC1=C(O)C(C(=O)c2ccccc2)CCC1=O (configuration not stated) | 13%
COc1ccccc1NC(=O)Nc1nnc(CSCc2ccc(Cl)cc2Cl)s1 | 0%

New compounds follow
Molecule | RNase H inhibition
CCOC(=O)NC(Nc1nnc(C(F)(F)F)s1)(C(F)(F)F)C(F)(F)F | 7%
N#C/C(=N/Nc1ccccc1F)C(=N)N1CCOCC1 | 1%
CCOc1c(Br)cc(/C=C2/C(=O)NN(c3ccc(Cl)cc3)C2=O)cc1OC | 18%
O=C(Nc1cc(NC(=O)C(F)(F)F)cc([N+](=O)[O-])c1)C(F)(F)F | 0%
O=C(Nc1ccc(Cl)c(Cl)c1)c1cnn2c1NC(c1ccc(Br)cc1)CC2C(F)(F)F (configuration not stated) | 14%
O=C(/C=C/c1ccc(Cl)cc1Cl)Nc1ccc2c(c1)OCO2 | 20%
Cc1ccc(NS(=O)(=O)c2cccs2)cc1C | 0%
O=C(Nc1ccc(I)cc1)C1CC=CCC1C(=O)OCC(Cl)=C(Cl)Cl (configuration not stated) | 4%
COC(=O)CSc1nc2ccc(OC)cc2[nH]1 | 15%
COC(=O)c1ccccc1NC(=O)c1cccc(Cl)c1Cl | 27%
COc1ccc(OC)c(/C=N/n2c(C)nc3ccccc3c2=O)c1 | 0%
O=C(NC(=S)Nc1ccc(N2CCCCC2)c(Cl)c1)c1cccs1 | 14%
CC(C)c1ccc(/C=C2\NC(=O)NC2=O)cc1 | 14%
CC1CCCCC1NCc1ccc([N+](=O)[O-])cc1 (configuration not stated) | 8%
O=C(CSc1nc2ccc(N3C(=O)c4ccccc4C3=O)cc2s1)NCCOc1ccccc1 | 6%
CCOC(=O)c1c(NC(=O)COc2cc(C)ccc2C(C)C)sc(C(C)=O)c1C | 7%
Cc1ccccc1N1CCN(Cc2cc(Br)cs2)CC1 | 2%
Cc1cc(C)c2c(c1)NC(c1ccc([N+](=O)[O-])cc1)C1CC=CC21 (configuration not stated) | 23%
COc1cc(/C=C2\SC(=S)N(CC(=O)O)C2=O)cc(OC)c1OC | 15%
Cc1ccccc1-c1nc(-c2ccccc2Cl)no1 | 2%

Next section:
Molecule | RNase H inhibition
CCc1ccccc1N(CC(=O)N1CCN(c2ccccc2)CC1)S(C)(=O)=O | 0%
CC1=NN(c2ccc(C)c(C)c2)C(=O)/C1=C\c1c(C)[nH]n(-c2ccc(C)cc2)c1=O | 13%&5%
C/C(=N/N=C1/c2ccccc2C(=O)C1C(=O)C(c1ccccc1)c1ccccc1)c1cccs1 (configuration not stated) | 0%
CC1=C(C(=O)OCC2CCCO2)C(c2coc3ccc(Cl)cc3c2=O)C2=C(CCCC2=O)N1 (configuration not stated) | 3%
COc1ccc(C2CC(=O)C3=C(C2)NC(C)=C(C(=O)OCc2ccccc2)C3c2ccc(OC)cc2OC)cc1 (configuration not stated) | 8%
O=C(O)CCCN1C(=O)C(=O)/C(=C(/O)c2ccccc2)C1c1cccc(F)c1 (configuration not stated) | 5%
N=c1n(CC(=O)c2ccc(Br)cc2)c2ccccc2n1Cc1ccc(Cl)cc1 | 12%
Cc1cccc(NC(c2ccccc2[N+](=O)[O-])c2ccc3ccc(C)nc3c2O)n1 (configuration not stated) | 0%
Cc1ccc(-n2ncnc2-c2ccc(Br)cc2)cc1Cl | 10%
O=C(Nc1ccc(S(=O)(=O)c2ccc(NC(=O)C(F)(F)F)cc2)cc1)C(F)(F)F | 2%
Cn1ncc(Cl)c1C(=O)N(C(=O)c1c(Cl)cnn1C)c1ccccc1C(F)(F)F | 20%
Cn1c(=O)c2c(nc3cc(-c4ccccc4)cc(-c4ccccc4)n32)n(C)c1=O | 9%
CCOC(=O)c1c(NC(N)=O)sc2c1CCCCC2 | 0%
N#C/C(=C\c1ccc(-c2ccccc2Cl)o1)C(=O)Nc1ccccc1Cl | 19%
COc1ccc(NC(=O)CN(c2ccc(C)cc2)S(=O)(=O)c2ccc(OC)c(OC)c2)c(OC)c1 | 8%
COc1ccc(/C(C)=N\N=C2/NC(=O)C(Cc3ccc(C)cc3)S2)cc1 (configuration not stated) | 10%
Cc1nc(-c2ccccc2)nc(N/N=C/c2ccccc2[N+](=O)[O-])c1C | 1%
O=C(COc1ccc2ccccc2c1)Nc1ccc(N2CCOCC2)c(Cl)c1 | 0%
COC(=O)C1=CN(CC2CCCO2)C=C(C(=O)OC)C1c1ccc(C(=O)OC)cc1 (configuration not stated) | 11%
NC(=S)N/N=C(\c1ccccc1)C12CC3CC(CC(C3)C1)C2 | 19%

Later entries:
Molecule	RNase H inhibition
COCc1ccc(C(=O)Nc2ccccc2C(=O)O)o1	3%
CCc1c(O)nc(SCC(=O)Nc2ccccc2C)[nH]c1=O	15%
C=CSc1nc(O)c(Cc2ccccc2)c(=O)[nH]1	8%
CC(=O)Oc1c(Cl)c(Cl)c(OC(C)=O)c2ccccc12	12%
CC(=O)Nc1ccc(S(=O)(=O)c2cc(OC(=O)c3ccco3)ccc2OC(=O)c2ccco2)cc1	0%
O=C(Nc1ccc2oc(-c3cccc(I)c3)nc2c1)c1ccccc1[N+](=O)[O-]	9%
O=C(Nc1cccc(-c2nc3ccccc3o2)c1)c1sc2ccccc2c1Cl	10%
CCOC(=O)c1cccc(/C=C/N(C)C)c1[N+](=O)[O-]	0%
COc1cc(CN2CCN(C3CCN(Cc4ccccc4)CC3)CC2)cc(OC)c1O	18%
O=C(COc1ccc(-c2ccccc2)cc1)N/N=C/c1ccncc1	11%
O=C(O)CCN1C(=O)S/C(=C\c2ccccc2)C1=O	2%
Cc1cc(NC(=O)C2CCCCC2)cc(C)c1O	1%
COc1ccc(OCCCCCCN2CCCC2)cc1	15%
CC(=O)c1cccc(NC(=S)Nc2ccc(F)cc2)c1	2%
COC(=O)C1C(=O)CC(C)(O)C(C(=O)OC)C1c1ccc(Cl)c(Cl)c1 (configuration not stated)	0%
COc1ccc2ccccc2c1/C=N/NC(=O)c1ccc([N+](=O)[O-])cc1	5%
O=C1/C(=C\c2ccc(OCCCOc3ccccc3)cc2)SC(=S)N1Cc1ccccc1	12%
O=C(Nc1cccc(I)c1)c1cc2ccccc2oc1=O	2%
Cc1cc(NC2=CC(=O)CC(c3ccccc3)C2)ccc1Br (configuration not stated)	12%
COc1ccc(O)c(/C=N/c2nc3ccccc3[nH]2)c1	2%
Cn1cc(/C=C/C(=O)c2ccc(Cl)cc2)c2ccccc21	8%
COC(=O)c1c(NC(=O)c2c(C)c(-c3ccccc3)nc3ccccc23)sc2c1CCCCCC2	5%
Cc1cc([N+](=O)[O-])ccc1NC(=O)COc1ccccc1C	1%
COc1ccccc1Nc1nc(-c2cc(C)ccc2C)cs1	16%
COc1ccc2c(c1OC)C(=O)N(c1ccc(C)cc1)C2=O	3%

Reformatted with each value named: entries from further up
CC(=O)Nc1ccc(S(=O)(=O)c2cc(OC(=O)c3ccco3)ccc2OC(=O)c2ccco2)cc1
  RNase H inhibition: 0%

Cc1cc(NC(=O)C2CCCCC2)cc(C)c1O
  RNase H inhibition: 1%

O=C(Nc1cccc(-c2nc3ccccc3o2)c1)c1sc2ccccc2c1Cl
  RNase H inhibition: 10%

COc1ccc2c(c1OC)C(=O)N(c1ccc(C)cc1)C2=O
  RNase H inhibition: 3%

Six compounds picked at random from those above, as already listed:
Molecule	RNase H inhibition
N#C/C(=N/Nc1ccccc1F)C(=N)N1CCOCC1	1%
CCOc1ccccc1-c1cc(C(=O)O)c2ccccc2n1	9%
COc1cccc2cc(C(=O)Nc3ccc(C(C)=O)cc3)c(=O)oc12	4%
O=C(Nc1cc(NC(=O)C(F)(F)F)cc([N+](=O)[O-])c1)C(F)(F)F	0%
Cn1cc(/C=C/C(=O)c2ccc(Cl)cc2)c2ccccc21	8%
COC(=O)C1=CN(CC2CCCO2)C=C(C(=O)OC)C1c1ccc(C(=O)OC)cc1 (configuration not stated)	11%

(next part)
Molecule	RNase H inhibition
O=C(O)CSc1nc2ccccc2c(=O)n1-c1ccccc1	0%
Cc1ccc(Cl)cc1NC(=O)CSc1nc2ccc(N3C(=O)c4ccccc4C3=O)cc2s1	7%
O=C(N/N=C/c1c(O)ccc2ccccc12)c1ccco1	11%
CCOc1ccc(/C=C(\NC(C)=O)C(=O)NC(C)(C)C)cc1	5%
CN1CCC(=NNC(=O)C(=O)Nc2ccc(Cl)cc2)CC1	1%
O=C(Nc1ccccc1)Nc1ccc(Cl)c(Cl)c1	8%
O=[N+]([O-])c1ccccc1OCC(O)CN1CCN(c2ccccc2F)CC1 (configuration not stated)	4%
COc1ccc(/C=N/Nc2ccccc2)cc1COc1ccc(F)cc1F	15%
Cc1ccc(C(=O)Nc2ccc(N3CCOCC3)c(Cl)c2)cc1[N+](=O)[O-]	2%
CCOc1cc(C=C2C(=O)N(C)C(=O)N(C)C2=O)ccc1OCCOc1ccc(OC)cc1	12%
COCCNC(=O)c1cc2nc(-c3ccc(C)cc3)cc(C(F)(F)F)n2n1	2%
Cc1ccc(N2CC(C(=O)NCC(C)O)CC2=O)cc1 (configuration not stated)	34%
O=C(CN1C(=O)/C(=C/c2cccc(Br)c2)SC1=S)Nc1ccccn1	6%
COc1cc(C=C2C(=O)NC(=S)NC2=O)cc(Cl)c1OCCOc1cc(C)cc(C)c1	11%
COc1ccc(CNC(=O)c2ccc(Cl)c(Cl)c2)cc1	8%
COc1cc(NC(=O)c2cc([N+](=O)[O-])ccc2Cl)ccc1NC(=O)c1cc2ccccc2o1	7%
Clc1ccc(CNC23CN4CN(CN(C4)C2)C3)cc1	9%
CCOc1ccc(C(=O)NCc2ccc3c(c2)OCO3)cc1	10%
CCC(=O)Nc1ccc(NC(=O)/C=C/c2ccc(-c3ccc(Cl)cc3Cl)o2)cc1	19%
COc1ccc(CN2CCN(Cc3ccco3)CC2)cc1Br	12%
Cc1cc(C)c(C)c(OCCCCCCN2CCCCC2)c1	13%
